APJ ag = APJ receptor agonism | P35414 | CHO-K1 APJ PathHunter beta-arrestin, luminescence; 0% DMSO wells, 100% apelin | activation, % at 20 µM | 330,000 tested, 0.11% active | AID 2520;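 active = activation more than six SD over the plate average, tested at 20 µM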;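 note: 0% = DMSO alone and 100% = apelin-13 at 10 nM; some results filed as inactive read as strong as hits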
Target sequence (P35414 whole entry, looked up): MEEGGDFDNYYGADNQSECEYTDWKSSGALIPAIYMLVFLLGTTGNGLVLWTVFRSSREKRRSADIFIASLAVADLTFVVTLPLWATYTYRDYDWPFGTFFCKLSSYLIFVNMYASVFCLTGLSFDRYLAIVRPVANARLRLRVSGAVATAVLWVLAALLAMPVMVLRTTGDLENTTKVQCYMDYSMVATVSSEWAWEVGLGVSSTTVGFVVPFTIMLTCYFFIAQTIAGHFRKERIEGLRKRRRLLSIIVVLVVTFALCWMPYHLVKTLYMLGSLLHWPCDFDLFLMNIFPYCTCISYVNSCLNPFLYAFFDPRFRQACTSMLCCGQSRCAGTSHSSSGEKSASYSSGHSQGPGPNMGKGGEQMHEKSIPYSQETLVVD
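Material: CHO-K1 APJ beta-arrestin complementation cell line; Input: cell density 1000 per well; Incubation: compound stimulation 90 min at 25 °C, detection 60 min; Signal: luminescence from split beta-galactosidase complementation, Galacton Star/Emerald II substrate; Controls: DMSO-only wells as negative, 10 nM Apelin-13 as positive control.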
UBC13 polyUb = inhibitors of human UBC13 polyubiquitin chain formation; 330,000 tested, 0.47% active; TR-FRET; AID 485273; inhibition, % at 20 µM; in the data active = inhibition above about 45%, passing the limit was not always enough
Target sequence (P61088 whole entry, looked up): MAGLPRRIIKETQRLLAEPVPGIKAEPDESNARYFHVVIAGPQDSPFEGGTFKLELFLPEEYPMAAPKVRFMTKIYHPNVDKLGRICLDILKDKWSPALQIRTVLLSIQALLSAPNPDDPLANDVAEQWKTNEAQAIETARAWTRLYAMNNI
ATG4B inhibitor = ATG4B (human) cysteine protease inhibition; Q9Y4P1; ATG4B cleavage of LC3-PLA2, NBD-HPC fluorescence, 1 h; inhibition, % at 8.33 µM; 340,000 tested, 0.51% active; in the data active = inhibition above about 40%
Target sequence (Q9Y4P1 whole entry, looked up): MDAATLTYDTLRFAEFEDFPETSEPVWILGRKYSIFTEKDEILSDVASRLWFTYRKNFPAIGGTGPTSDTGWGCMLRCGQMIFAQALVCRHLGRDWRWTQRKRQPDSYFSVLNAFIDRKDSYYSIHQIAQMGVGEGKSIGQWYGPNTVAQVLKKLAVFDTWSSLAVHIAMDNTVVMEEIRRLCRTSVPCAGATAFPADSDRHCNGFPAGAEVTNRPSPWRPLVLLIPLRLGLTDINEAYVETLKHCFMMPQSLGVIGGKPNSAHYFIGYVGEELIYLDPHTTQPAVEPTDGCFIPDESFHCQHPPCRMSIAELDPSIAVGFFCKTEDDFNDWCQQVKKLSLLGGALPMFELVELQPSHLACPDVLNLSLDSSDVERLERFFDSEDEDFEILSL
Gli-Sufu block = blocks Gli-Sufu signaling in a luciferase reporter; AID 588413; Sufu-KO-LIGHT fibroblasts, Gli luciferase reporter luminescence; inhibition, % at 5 µM; 340,000 tested, 0.74% active;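 active = inhibition above about 55%, limit read from the data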;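 note: 0% = DMSO-treated cells and 100% = wells with medium but no cells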
CCR6 antag = CCR6 (human) receptor antagonism. P51684. CHO-K1 CCR6 PathHunter beta-arrestin, luminescence, CCL20-stimulated. inhibition, % at 20 µM. 340,000 tested, 0.49% active;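 active = compounds whose inhibition of the agonist-driven luminescence signal at 20 µM reaches about 50%, limit read from the data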;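 note: cells stimulated with CCL20 at 14 nM final; plate controls were DMSO with CCL20 for no effect and DMSO without agonist for full effect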
EBI2 block = blocks human EBI2 receptor beta-arrestin signaling; P32249; EBI2 beta-arrestin recruitment, luminescence, 7a,25-OHC stimulated; inhibition, % at 5 µM; 360,000 tested, 0.81% active; AID 651636; in the data active = inhibition above about 38%;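 note: enzyme fragment complementation signal reports receptor beta-arrestin coupling in cells; 0% = agonist plus DMSO wells and 100% = wells without agonist; some results beyond the cut were filed as inactive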
APJ antagonist = blocks the human apelin receptor APJ | P35414 | CHO-K1 APJ beta-arrestin complementation, luminescence | inhibition, % at 20 µM | 330,000 tested, 0.32% active;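 active = inhibition above about 40% at 20 µM, limit read from the data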;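 note: cells challenged with 10 nM apelin-13 agonist together with compound; plate controls were apelin-13 plus DMSO wells for no effect and DMSO wells lacking apelin-13 for full effect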
CXCR6 block = CXCR6 (human) receptor inhibition. inhibition, % at 20 µM. CHO-K1 PathHunter CXCR6 beta-arrestin, luminescence. 360,000 tested, 0.36% active; in the data active = inhibition above about 34%, passing the limit was not always enough;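 note: antagonist mode with CXCL16 agonist at 10 nM final; 0% = 10 nM CXCL16 with DMSO and 100% = unstimulated wells without agonist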
Numbers without * were called inactive; · = no result given; & = joins results of further samples.

SMILES	APJ ag	UBC13 polyUb	ATG4B inhibitor	Gli-Sufu block	CCR6 antag	EBI2 block	APJ antagonist	CXCR6 block
COc1cc(C(=O)Nc2cccc(-n3cnnn3)c2)cc(OC)c1OC	2	3	-3	-3	18	1	8	5
O=C(N/N=C/C=C\c1ccccc1[N+](=O)[O-])c1cc(-c2ccccc2)nc2ccccc12	0	-20	19	49	13	-3	2	6
CC(C)C[C@H](N)c1nnc(SCC(=O)Nc2ccc(Br)cc2)o1	0	3	-1	-23	5	4	10	-1
O=C(O)c1nc(N2CCOCC2)nc(N2CCOCC2)n1	-5	-2	4	-1	-1	-10	14	-2
CC1Cc2ccccc2N1C(=O)COC(=O)c1ccc(Cl)nc1 (configuration not stated)	-2	0	1	-1	-2	2	0	10
CN(CCCNC(=O)c1ccc(N2CCCC2=O)cc1)c1ccccc1	-3	12	2	8	12	-1	10	3
CCOC(=O)C1=C(C)C2C3C(=O)N(c4ccc(C)cc4C)C(=O)C3C1(C)C1C(=O)N(c3ccc(C)cc3C)C(=O)C21 (configuration not stated)	-2	-1	-7	9	1	12	-16	0
CCCCOCC1CN(c2ccccc2)C(=O)CS1 (configuration not stated)	1	-7	5	-1	-2	-4	10	1
CC1CC1C(=O)Nc1nc(-c2cccs2)c(-c2cccs2)s1 (configuration not stated)	-5	-33	18	-1	26	19	-6	-11
Cc1nc2sc(-c3ccccc3)cc2c(=O)n1/N=C/N(C)C	0	-4	6	·	0	-3	17	4
COC(=O)c1cc(OC)c(OC)cc1NC(=O)CN1C(=O)c2ccccc2C1=O	0	-20	6	-7	4	-2	-12	-6
COC(=O)C1=NN(C(=O)c2ccccc2)C(C)(O)C1 (configuration not stated)	-4	-2	-3	6	-4	1	-8	0
COc1ccccc1/C=C/C(=O)c1ccc(Cl)cc1	-6	14	-18	-5	6	7	15	0
Cc1c(C(=O)NCC2CCCO2)oc2ccc3c(c12)C(=O)CC(C)(C)O3 (configuration not stated)	-2	14	-15	1	11	-20	15	-2
Cc1ccc(C(=O)CSc2nc3cccnc3n2C)cc1	-3	-1	-12	3	15	-1	14	-4
Cc1nc2ccccc2n1CCc1nc2c3ccccc3nc(SCC(=O)NCc3ccco3)n2n1	5	2	-6	11	1	10	-13	7
COc1c(Cl)cc(C(=O)Nc2ccccc2-c2ccccc2)cc1Cl	-6	3	3	2	10	17	9	9
Cc1c(OCc2nn[nH]n2)ccc2c3c(c(=O)oc12)CCCC3	-4	3	-7	-3	-9	10	5	-5
CC(C)Oc1ccc(Cc2n[nH]c(=S)n2Cc2ccccc2)cc1Cl	0	-6	3	1	14	6	1	4
CC1(C)C2CCC1(CS(=O)(=O)Nc1ccccc1)C(=O)C2 (configuration not stated)	0	-15	-3	-7	-8	3	-3	9
CC1Cc2ccccc2N1C(=O)CSc1nnc(-c2ccc(S(=O)(=O)N3CCCC3)cc2)n1C (configuration not stated)	-1	-2	-17	9	4	3	-6	-4
Cn1c(=O)c2c(SCc3c(F)cccc3Cl)nc(CC(C)(C)C)nc2n(C)c1=O	-3	-20	-5	8	26	20	15	5
COCCN(C(=S)Nc1ccc(C)cc1)C(C)c1ccco1 (configuration not stated)	-2	-1	0	-9	15	-4	-3	9
CC(CC(=O)O)CC(=O)Nc1ccc(Br)cc1 (configuration not stated)	-2	5	-8	-4	3	4	7	-8
C=CCNc1nc(C(=O)OCC(=O)Nc2ccccc2C(F)(F)F)cs1	-3	-6	-5	-2	3	-2	-42	-2
CC1(C)CC(=O)C(C(=O)c2ccccc2)C(=O)C1Cl (configuration not stated)	1	3	-4	2	2	1	10	-2
CC(C)C(=O)N1CCN(S(=O)(=O)c2ccc3ccccc3c2)CC1	3	-5	-1	-6	20	-1	11	7
O=C(CSc1ccc2c(c1)OCCO2)NCCN1C(=O)CSC1=O	-3	-8	3	-5	3	-1	-11	1
COc1cc(C=O)ccc1OCCCOc1ccccc1C(=O)O	-2	-3	4	9	-5	2	3	-1
CCC1(CC)NC(=O)NC1=O	0	4	-12	-15	10	8	-4	-8

The closing two entries of the part above lead into the next:
SMILES	APJ ag	UBC13 polyUb	ATG4B inhibitor	Gli-Sufu block	CCR6 antag	EBI2 block	APJ antagonist	CXCR6 block
COc1cc(C=O)ccc1OCCCOc1ccccc1C(=O)O	-2	-3	4	9	-5	2	3	-1
CCC1(CC)NC(=O)NC1=O	0	4	-12	-15	10	8	-4	-8
C#CCNC(=O)C1=C[C@H](c2ccc(Br)cc2)C[C@H](OCCCCO)O1	-6	-21	0	-6	9	1	6	7
Cc1ccc(/C=N/NC(=O)Cn2nnc(N)n2)o1	-3	-1	-10	1	3	-6	-1	2
CC(C)Sc1ncc(S(=O)(=O)c2ccccc2)c(=O)[nH]1	-1	-5	-6	-5	8	-6	-28	3
O=C(Oc1ccc2cc(Br)ccc2c1)c1cccnc1	1	8	-2	9	2	0	14	-15
COc1ccc(OC)c(NC(=O)c2ccccc2OC(C)=O)c1	8	-6	4	7	-3	-1	-83	5
CC(C)OC(=O)/C(=C/c1ccc(Br)cc1)NC(=O)c1ccco1	-2	-14	-6	-2	16	-13	-4	12
CC(C)(C)N(Cc1cc2ccccc2[nH]c1=O)C(=O)c1ccco1	-1	-2	-7	1	0	-1	2	-7
Cc1ccc(-n2nc3c(c2NC(=O)c2c(-c4ccccc4Cl)noc2C)CSC3)cc1	0	-2	43*	2	16	·	18	·
Oc1ccc(-c2csc(Nc3cccnc3)n2)cc1	2	0	-16	6	15	-8	-12	-7
CCN(CC)C(=O)CSc1ncnc2c1nnn2-c1ccc(OC)cc1	-5	17	-9	32	14	0	-17	-4
Cc1ccc(CN(Cc2cc3cccc(C)c3[nH]c2=O)C(=S)NCCCN(C)C)cc1	-4	6	1	7	8	-4	21	2
Cc1c(C)c2cc(Cl)c(O)c(CN(C)C)c2oc1=O	0	15	12	4	-1	-2	4	-6
CC(NC(=O)N1CCN(c2ccccc2F)CC1)c1ccc(F)c(F)c1 (configuration not stated)	1	-2	-5	-3	-3	10	-1	-8
O=C(CSc1nc(=O)n2ccccc2n1)NCc1ccccc1	-2	-9	-7	-2	-7	-17	-40	0
Cc1cc(Nc2ccccc2)n(-c2ccc(C(=O)O)cc2)n1	-3	-10	-3	0	0	-6	12	1
CCC(C)(C(=O)Nc1ccc2c(c1)OCCO2)N(C(C)=O)c1ccc(C(N)=O)cc1 (configuration not stated)	-1	-6	4	4	-16	-5	-9	-1
CCCNC(=O)c1nc(C)c(C)nc1C(=O)Nc1cccc(Cl)c1	-2	0	-6	13	9	-2	5	2
COC(=O)c1ccc(N=CC2=C(O)CC(c3ccccc3)CC2=O)cc1 (configuration not stated)	1	4	-1	-2	-2	-1	19	4
O=C(CNC(=O)c1ccco1)Nc1cccc(Cl)c1	-5	5	1	-4	7	-8	-18	-11
COc1cc(C(=O)NCc2ccc(C)cc2)ccc1OCc1c(C)noc1C	-5	0	-8	-11	-22	7	-19	-6
NC(N)=N/N=C/c1ccc(OS(=O)(=O)c2ccccc2)cc1	7	28	-3	33	7	-8	-12	-23
O=C(Nc1cccc(F)c1)/C(=C\c1cccnc1)NC(=O)c1cccs1	-2	7	-2	8	-3	4	8	2
O=C(CSc1ncccc1C(=O)O)NC1CCCCC1	-1	5	-8	-14	-10	-11	19	1
CN(C)c1cc(NC(=O)CN2CCOCC2)c2ccccc2n1	-2	-4	-4	4	13	5	-1	0
CCCCn1c(N)c(N(CC(C)C)C(=O)c2ccc(-c3ccc(Cl)cc3)o2)c(=O)[nH]c1=O	1	-9	-14	3	7	12	14	5
Cc1ccc(N=C2N=C(N)c3ccccc32)c(C)c1	0	5	-4	3	-13	-6	1	2
CCN1CCN(Cc2ccc(NC(=O)c3cc(NC(=O)c4cnnc5ccccc45)cc(OC)c3)cc2C(F)(F)F)CC1	0	36	-6	22	17	13&4	-7	-2&1
CNc1c(NS(=O)(=O)c2cc(Cl)ccc2OC)c(=O)oc2ccccc12	-1	0	-1	-29	9	24	-25	2
O=C(Nc1ccccc1)Nc1nnc(CSCc2ccccc2Cl)s1	5	10	24	-7	-5	-11	-16	-16
CCCn1c(-c2ccccc2)nc2c(=O)n(C)c(=O)[nH]c21	-4	6	4	-2	-3	-4	-18	-3
CCOC(=O)/C(=N/Nc1ccccc1)c1csc(Nc2ccccc2)n1	0	2	3	-4	21	-3	15	-4
COC(=O)c1sccc1NC(=O)c1cccc(OC)c1	-9	20	-9	0	13	-5	14	6
Cc1ccc(C)c(N2CCN(C(=O)Cn3c(=O)[nH]c4ccsc4c3=O)CC2)c1	-6	1	-6	14	8	9	8	4
O=C(O)c1ccccc1Nc1ccnc(C(F)(F)F)c1	1	10	4	-3	-6	3	15	-7
CCOC(=O)c1cc(-c2ccccc2)sc1NC(=O)C(C)(C)C	-1	14	-4	-65	-1	16	-5	2
C#CCOCCOCCOCCNc1nc(N2CCN(C(=O)CCCCCCCCCCNC(=O)[C@H](CCCCN)n3cc(C[C@@H](C)CC)nn3)CC2)nc(N2CCN(C(=O)CCCCCCCCCCNC(=O)[C@H](CCCN=C(N)N)n3cc(C[C@@H](C)CC)nn3)CC2)n1	18	125*	88*	17	27	1	17	36
CNC(=S)Nn1cnc2ccccc21	0	-18	3	3	2	-5	-3	5
COc1cccc(C(=O)NC2CCCc3c2cnn3-c2ccc(C)c(C)c2)c1OC (configuration not stated)	2	-1	6	18	14	0	-32	-2
CN(CC(=O)Nc1ccccc1Cl)C(=O)Cn1cnc2ccc(Cl)cc2c1=O	-3	3	-4	-4	8	4	3	1
CC1NC(=O)N(C)[C@@H]2NC(=O)N(C)C(c3ccc([N+](=O)[O-])cc3)[C@@H]12 (some centres not stated)	-2	-5	-17	3	-9	-6	10	-3
CCOC(=O)C1(Cc2ccc(OC)cc2)CCN(C(=O)c2csc(C)n2)CC1	-3	3	-4	-3	7	5	4	-2
CSc1c(CC(=O)NCCO)n(C)c2ccccc12	-4	5	1	4	6	-12	-18	-8
Cc1nn(C)cc1C(=O)/C=C/c1ccc([N+](=O)[O-])cc1	-3	-3	1	-3	3	-2	-25	-2
COc1ccc(CCNC(=O)c2ccc3c(c2)OCCO3)cc1	0	8	0	-46	10	6	-2	1
O=C(Nc1ccccc1OC(=O)c1ccc(Cl)cc1)c1ccc(Cl)cc1	-2	8	5	3	8	-1	-18	1

Results in APJ ag (5 entries from above):
SMILES	APJ ag
CNC(=S)Nn1cnc2ccccc21	0
CSc1c(CC(=O)NCCO)n(C)c2ccccc12	-4
C#CCOCCOCCOCCNc1nc(N2CCN(C(=O)CCCCCCCCCCNC(=O)[C@H](CCCCN)n3cc(C[C@@H](C)CC)nn3)CC2)nc(N2CCN(C(=O)CCCCCCCCCCNC(=O)[C@H](CCCN=C(N)N)n3cc(C[C@@H](C)CC)nn3)CC2)n1	18
COc1ccc(CCNC(=O)c2ccc3c(c2)OCCO3)cc1	0
CCOC(=O)/C(=N/Nc1ccccc1)c1csc(Nc2ccccc2)n1	0

(more compounds)
SMILES	APJ ag	UBC13 polyUb	ATG4B inhibitor	Gli-Sufu block	CCR6 antag	EBI2 block	APJ antagonist	CXCR6 block
CN(C(=O)Nc1ccc(Cl)cc1)c1c2c(nn1C)CCCC2	-1	-21	-11	13	2	-7	-17	6
CCOc1ccc(NC(=S)Nc2ccccc2C2(C)CC2)cc1	-1	0	5	-3	22	60*	7	1
NC(=O)CC(NC(=O)Cc1ccc(Br)cc1)c1ccc(NCc2ccc(F)c(F)c2)c([N+](=O)[O-])c1 (configuration not stated)	-3	0	-13	16	23	-5	16	11
C/C(=C\c1ccccc1)C1NC(=O)c2c(sc3c2CCCC3)N1 (configuration not stated)	-3	2	-3	-48	-19	6	6	-8
O=C(O)C1C2CCC(C2)C1C(=O)N1CCCC1 (configuration not stated)	-1	6	-1	7	12	-2	15	-1
CCOc1cc2c(cc1OCC)C(c1ccccc1)N(c1ccccc1)C(=O)C2 (configuration not stated)	-1	8	1	5	17	4	3	-7

Bioassay records from PubChem BioAssay.
